From PubChem BioAssay
FLuc inh = Firefly luciferase inhibition profiling of diverse chemical library using quantitative high-throughput screening; Potency, µM (doses to about 115 µM), without a hit: at the top dose activity change, negative = inhibition, hits mostly inhibitors; AID 1347043, 2019; purified P. pyralis luciferase, luminescence, biochemical; Luciferin 4-monooxygenase (Photinus pyralis), P08659; 76,000 compounds, 2.5% hits; further: potency means the concentration at half of the fitted maximal effect; nearly all actives have a fitted effect of over 65% in size
Target sequence (P08659 whole entry, looked up): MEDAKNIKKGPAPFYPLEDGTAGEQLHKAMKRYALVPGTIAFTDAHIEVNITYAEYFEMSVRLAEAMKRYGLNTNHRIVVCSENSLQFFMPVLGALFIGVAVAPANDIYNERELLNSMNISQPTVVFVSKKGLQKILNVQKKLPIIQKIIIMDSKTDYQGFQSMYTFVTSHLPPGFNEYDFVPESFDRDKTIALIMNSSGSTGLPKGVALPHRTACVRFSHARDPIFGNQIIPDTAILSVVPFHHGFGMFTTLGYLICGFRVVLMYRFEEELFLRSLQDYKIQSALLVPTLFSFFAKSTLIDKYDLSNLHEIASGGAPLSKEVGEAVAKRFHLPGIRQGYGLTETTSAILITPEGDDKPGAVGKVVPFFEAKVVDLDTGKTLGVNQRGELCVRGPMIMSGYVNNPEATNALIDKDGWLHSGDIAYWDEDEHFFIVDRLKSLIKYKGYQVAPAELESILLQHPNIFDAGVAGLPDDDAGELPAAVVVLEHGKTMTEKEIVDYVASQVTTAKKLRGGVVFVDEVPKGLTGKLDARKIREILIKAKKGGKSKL
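Luminescence read by CCD imager after adding enzyme (10nM final) to wells holding compound, titrated in qHTS. Substrates 10uM each D-luciferin and ATP; buffer 50mM Tris acetate pH 7.5, 10mM Mg acetate, Tween-20, BSA.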
HEK293 viab = GF-AFC viability counterscreen for inhibitors of alpha-synuclein gene (SNCA) expression | AID 1671193, 2021 | Potency, µM (highest dose often 57.1 µM), for the others: at the highest dose activity change, negative = cytotoxicity, most hits filed as cytotoxic | 150,000 compounds, 0.12% hits | HEK-293-SNCA-luc viability, GF-AFC fluorescence, 24 h;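 further: potency means the concentration at half of the fitted maximal effect; 0% = DMSO-treated cells and -100% = medium-only wells without cells; nearly all actives have a fitted effect of over 30% in size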
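HEK-293-SNCA-luc cells (1500/well) plated 24 h, then exposed 24 h to a dilution series; GF-AFC added 30 min at 37C, fluorescence 405/540 nm; normalised to medium-only and DMSO wells, Hill fit.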
HEK cytotox = Cytotoxic Profiling in HEK 293 Cell Line of Diverse Libraries Using Quantitative High-Throughput Screening. HEK 293 viability, ATP luminescence (CellTiter-Glo), 48-72 h. Potency, µM (top dose mostly 115 µM), without a hit: at the highest dose activity change, negative = cytotoxicity, actives largely listed as inhibitors. 94,000 compounds, 6.6% hits; further: potency means the concentration at half of the fitted maximal effect; nearly all actives have a fitted effect of over 60% in size
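Read-out: CellTiter-Glo ATP luminescence. Cells: HEK 293, 250 cells/well. Exposure: 48 or 72 hr, 37 degree Celsius.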
SNCA expr inhib = Primary qHTS assay for inhibitors of alpha-synuclein gene (SNCA) expression; AID 1671194, 2021; HEK-293 SNCA-luciferase knock-in, luminescence, 24 h; Potency, µM (highest dose often 57.2 µM), for inactives: top-dose activity change, negative = inhibition, hits mostly inhibitors; 140,000 compounds, 0.17% hits;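 further: potency means the concentration at half of the fitted maximal effect; plate controls were DMSO cells for no effect and cell-free wells for full effect; nearly all actives have a fitted effect of over 45% in size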
3T3 cytotox = Cytotoxic Profiling in NIH 3T3 Cell Line of Diverse Libraries Using Quantitative High-Throughput Screening | NIH 3T3 viability, CellTiter-Glo ATP luminescence, 48-72 h | Potency, µM (series often up to 96.7 µM), inactives show top-dose activity change, negative = cytotoxicity, hits mostly inhibitors | 94,000 compounds, 4.3% hits | AID 1345082, 2018; further: potency means the concentration at half of the fitted maximal effect; nearly all actives have a fitted effect of over 55% in size
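Mouse fibroblast NIH 3T3 cells, 400 per well, received compound via pintool and were incubated for 48 or 72 hr prior to CellTiter-Glo ATP luminescence measurement.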
IP6K1 inhibitor = Primary qHTS assay for small molecule inhibitors of Inositol hexaphosphate kinase 1 (IP6K1); activity change, % (series mostly up to about 58 µM); IP6K1 kinase, ADP-Glo luminescence, 2 h; active compounds read low; 140,000 compounds, 0.81% hits; in the data active means activity change below about -25%
Target sequence (Q92551 whole entry, looked up): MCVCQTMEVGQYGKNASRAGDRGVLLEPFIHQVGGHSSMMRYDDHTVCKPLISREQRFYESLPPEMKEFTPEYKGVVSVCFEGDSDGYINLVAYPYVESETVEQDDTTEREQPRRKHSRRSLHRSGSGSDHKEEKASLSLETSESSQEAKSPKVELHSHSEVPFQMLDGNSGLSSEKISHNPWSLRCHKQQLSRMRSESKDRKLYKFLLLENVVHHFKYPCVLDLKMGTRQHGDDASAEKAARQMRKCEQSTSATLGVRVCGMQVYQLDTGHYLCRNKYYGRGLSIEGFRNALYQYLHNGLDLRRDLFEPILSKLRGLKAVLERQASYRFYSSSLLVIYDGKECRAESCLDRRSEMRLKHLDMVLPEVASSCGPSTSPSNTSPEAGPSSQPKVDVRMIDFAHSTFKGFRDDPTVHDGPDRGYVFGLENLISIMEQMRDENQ
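ADP-Glo luminescence measures ADP made by human IP6K1 during a 2 h RT reaction with ATP/IP6 (mix at 1.3 mM/130 uM); top library doses 57.5 and 19.1 uM final.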
GPT2 inh = Primary qHTS assay for inhibitors of Glutamate pyruvate transaminase 2 (GPT2) | Potency, µM (highest dose often 57.7 µM), without a hit: top-dose activity change, negative = inhibition, usual class: inhibitors | 100,000 compounds, 0.25% hits | Alanine aminotransferase 2 (Homo sapiens), Q8TD30 | Recombinant GPT2, coupled pyruvate oxidase/HRP Amplex Red fluorescence; further: potency means the concentration at half of the fitted maximal effect; nearly all actives have a fitted effect of over 60% in size; many of its hits are not listed in these tables
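GPT2 10ng/uL, a-KG 250uM, L-Ala 2mM, HEPES pH7.5 + 0.0001% Tween; 30 min RT. Then Amplex mix (PO/HRP/ThPP), 30 min RT dark, fluorescence. AOA 50uM used as positive control.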
* = called active by the depositor; i = inactive; ? = inconclusive; / = no result given; [ ] = another dose, or the depositor's remark. Unless noted, the call rests on the fitted dose curve; in most records, active means well fitted curve in the direction sought with a large enough effect; inconclusive means small, poorly fitted or top-dose-only effect, or another doubt; inactive means no such curve, though single readings can be large; an effect the other way counts as inactive or inconclusive. Unless noted, on the % scale 0 is the no-effect control and ±100 the full control effect.

SMILES	FLuc inh	HEK293 viab	HEK cytotox	SNCA expr inhib	3T3 cytotox	IP6K1 inhibitor	GPT2 inh
CSc1ccc(-c2cccc(C(=O)NCC(=O)N(C)C)c2)cc1	/	-1%[87.6 µM]	?	34%[activator][87.6 µM]	?	-2	i
Cc1cccc(CN2C[C@@H](CO)[C@H](c3nc(C)no3)C2)c1	0%	-3%	-14%	0%	-17%	10	i
CCc1c(O)cc(O)c(C(=O)c2ccc(OCCN3CCOCC3)c(OC)c2)c1CC(=O)N(CCOC)CCOC	/	-7%	/	?	/	/	i
COc1ccc(CN2CCOC[C@H]2c2ncc(-c3cccnc3)[nH]2)cc1	-5%[172 µM]	4%[87.6 µM]	-27%[172 µM]	53%[activator][87.6 µM]	-9%[174 µM]	6	-2%[88.5 µM]
CCN(Cc1noc(CC(C)C)n1)C(=O)c1cnc(-c2ccccn2)[nH]c1=O	0%	-17%	?	-12%	?	9	-35%
COc1ccc(C2=NOC3(CCCN(C(=O)Cc4ccccc4)C3)C2)cc1 (centres undefined)	/	-26%	-23%	24%	-18%	-6	i
CC(C)CCNC(=O)CC1CCCN(c2cnn(C)c(=O)c2)C1 (centres undefined)	1%	-7%	0%	18%	-7%	5	i
O=C(NC[C@H]1OC[C@@H](NC2CCC2)[C@@H]1O)N1CCOCC1	-1%[172 µM]	-4%[87.6 µM]	i	11%[87.6 µM]	-2%[138 µM]	6	i
Cc1ccccc1Cn1c2ccccc2c2cnn(CC(=O)NCCc3ccc(Cl)cc3)c(=O)c21	/	4%	/	24%	/	18	/
COCCc1nncn1C1CCNCC1	-10%	13%	3%	18%	-6%	-4	4%
CC(=O)OCC(=O)[C@H]1CC[C@H]2[C@@H]3CCC4=CC(=O)CC[C@]4(C)[C@H]3CC[C@]12C	/	8%[23.9 µM]	/	-18%[25.6 µM]	/	-6	4%
Cc1ccccc1C(=O)N1CCCC(c2nn(-c3ccc(F)cc3)c(=O)[nH]2)C1 (centres undefined)	7%	-20%	-11%	-12%	-17%	-1	i
Cc1noc([C@@H]2CN(C(=O)c3ccc(F)c(Cl)c3)C[C@H]2CO)n1	-4%	-2%	4%	?	i	-1	i
COc1ccc(C(=O)N2CCC3(CN[S+](=O)([O-])c4ccccc4N3)C2)cc1 (centres undefined)	5%	-20%	i	45%[activator]	1%	-12	i
CCc1ccccc1N1C(=O)N(CC(=O)c2ccc(Cl)cc2)c2ccccc2S1(=O)=O	/	11%	/	?	/	21	/
O=C(CC1CCOCC1)NCc1cc(F)ccc1F	-7%	7%[12.5 µM]	-2%	?	i	7	i
NC(=O)[C@@H]1CCCN1CC[C@H]1CN(C(=O)COc2ccccc2)CC[C@H]1CC(=O)O	2%[172 µM]	2%[87.6 µM]	-19%[172 µM]	2%[87.6 µM]	-26%[174 µM]	-14	i
O=C(Nc1cccc(C(F)(F)F)c1)N[C@H]1CO[C@H]2[C@@H]1OC[C@@H]2n1cc(-c2ccccn2)nn1	?	0%	?	18%	-21%	5	4%
CN(C)c1ccc(C(=O)N2CC[C@@H](CC(=O)O)[C@@H](CCN3C[C@@H]4C[C@H](C3)c3cccc(=O)n3C4)C2)cc1	3%	-1%	i	32%[activator]	i	1	-8%
CN(Cc1ccccc1)c1ccc(-c2nc(-c3ccccn3)no2)cc1[N+](=O)[O-]	/	8%	/	-6%	/	-20	/
CNC(=O)c1cc(C2CC2)nc2c1c(C1CCN(C(=O)c3ccccc3C)C1)nn2C (centres undefined)	/	/	5%	/	0%	-3	/
COc1ccccc1Nc1ccnc(N2CCC(N[S+](=O)([O-])c3c(C)noc3C)CC2)n1	/	-2%[12.5 µM]	?	-1%	?	6	5%
CC(C)(C)c1ccc(NC(=O)N2CCN(c3ncccc3Cl)CC2)cc1	/	-11%	/	/	/	-9	4%
Cc1ccc(NC(=O)C(=O)NCc2ccc(Cl)cc2)cc1	/	-1%	/	48%[activator]	/	26	/
Cc1ccccc1C(=O)N1CCC(CCC(=O)O)CC1	-2%	2%	-5%	-22%	-3%	11	i
O=C(c1ccccc1Cl)N1CCC(c2nn(Cc3ccccc3)c(=O)[nH]2)CC1	-14%	22%	-14%	-19%	-14%	3	?
COc1cccc(CNC(=O)c2cc(-c3cccs3)nc3ccccc23)c1	/	12%	/	-4%	/	-9	/
COc1ccccc1CN1COc2ccc3c(oc(=O)c4ccccc43)c2C1	/	-21%	/	13%	/	-7	/
O=C(CCn1ccc(=O)[nH]c1=O)N[C@@H]1COCC[C@@H]1OCc1ccccc1	9%	-1%	-3%	11%	-10%	11	i
O=C(NCc1cccc(C(F)(F)F)c1)C1CN(C2CCCC2)C(=O)N1 (centres undefined)	/	-7%[12.5 µM]	?	10%[87.6 µM]	?	-13	-6%[88.5 µM]
COC(=O)C1=C(C)NC(=O)NC1c1ccc(OC)cc1 (centres undefined)	-5%	1%	-5%	20%	-12%	-5	1%
Cc1ccc(-n2ncc3c(N4CCN(c5ccc(F)cc5)CC4)ncnc32)cc1	/	1%	/	-1%	/	36	/
CCOc1ccccc1CN1CCO[C@@H](COC)[C@@H]1c1ccccc1	/	13%	40µM*	-5%	-27%	3	0%
CN(C)C(=O)N1CCC2(CC1)CN(Cc1ccc(O)cc1)Cc1ccccc1O2	/	-5%	3%	-27%	-17%	-7	4%
COc1cccc(N2C(=O)NC(=NC3CCCCC3)C23CCN(C(=O)c2ccc(C(F)(F)F)cc2)C3)c1 (centres undefined)	/	9%	i	?	?	2	i
COc1cc(Cl)ccc1C(=O)N1CCC(c2n[nH]c(=O)n2Cc2ccc(F)cc2)CC1	6%	0%	?	13%	-24%	12	i
O=C(c1ccc(C(F)(F)F)cc1)N1CCC2(CN[S+](=O)([O-])c3cccnc3O2)C1 (centres undefined)	/	6%	i	2%	0%	9	-7%
Cc1ccc(S(=O)(=O)N[C@H]2C[C@@H](c3nc(C(C)C)no3)N(C)C2)cc1	-5%[172 µM]	-2%[87.6 µM]	-2%[172 µM]	-28%[87.6 µM]	-18%[138 µM]	7	-5%[88.5 µM]
Cc1ccc(C(=O)NC2CCCN(c3cc(N(C)C)ncn3)C2)s1 (centres undefined)	-9%	-19%	-25%	-11%	?	9	?
Cc1c(-c2ccc(Cl)cc2)c(=O)oc2c(CN3CCN(CCO)CC3)c(O)ccc12	/	?	/	11%	/	14	/
CN1c2cc(C(=O)Nc3ccc4c(c3)OCCO4)ccc2C(=O)N2CCCCC21 (centres undefined)	7.9µM*	3%[12.5 µM]	?	-4%	?	-10	3%
Cc1cnc(C2CC2)n1C1CCCN(C(=O)c2ccoc2)C1 (centres undefined)	-13%	4%	-6%	1%	-16%	-4	1%
O=C(C1CN(C2CCCC2)C(=O)N1)N1CCN(Cc2ccccc2)CC1 (centres undefined)	/	0%[12.5 µM]	-9%[172 µM]	36%[87.6 µM]	-24%[138 µM]	-4	-2%[88.5 µM]
Cc1ccc(-c2c(C(=O)CCl)n(CCCO)c3ncnc(N)c23)cc1	/	24µM*	/	/	/	11	?
Cc1nc(SCc2cccc(Cl)c2)nc2c1CCCC2	/	11%	/	-16%	/	18	/

Grouped by structure, those above with an NH in an aromatic ring (6)
SMILES	FLuc inh	HEK293 viab	HEK cytotox	SNCA expr inhib	3T3 cytotox	IP6K1 inhibitor	GPT2 inh
COc1ccc(CN2CCOC[C@H]2c2ncc(-c3cccnc3)[nH]2)cc1	-5%[172 µM]	4%[87.6 µM]	-27%[172 µM]	53%[activator][87.6 µM]	-9%[174 µM]	6	-2%[88.5 µM]
CCN(Cc1noc(CC(C)C)n1)C(=O)c1cnc(-c2ccccn2)[nH]c1=O	0%	-17%	?	-12%	?	9	-35%
Cc1ccccc1C(=O)N1CCCC(c2nn(-c3ccc(F)cc3)c(=O)[nH]2)C1 (centres undefined)	7%	-20%	-11%	-12%	-17%	-1	i
O=C(c1ccccc1Cl)N1CCC(c2nn(Cc3ccccc3)c(=O)[nH]2)CC1	-14%	22%	-14%	-19%	-14%	3	?
O=C(CCn1ccc(=O)[nH]c1=O)N[C@@H]1COCC[C@@H]1OCc1ccccc1	9%	-1%	-3%	11%	-10%	11	i
COc1cc(Cl)ccc1C(=O)N1CCC(c2n[nH]c(=O)n2Cc2ccc(F)cc2)CC1	6%	0%	?	13%	-24%	12	i

Following part:
SMILES	FLuc inh	HEK293 viab	HEK cytotox	SNCA expr inhib	3T3 cytotox	IP6K1 inhibitor	GPT2 inh
O=C(Nc1ccccc1)c1cc2c(-c3ccccc3)nn(-c3ccccc3)c2s1	/	9%	/	-13%	/	12	/
COc1cccc(C(=O)NCC2CCCN(Cc3ccccn3)C2)c1OC (centres undefined)	0%	10%	-10%	?	-17%	-1	i
Cc1nc([C@H]2CCN(Cc3ccc(F)cc3F)C[C@H]2NC(=O)CN(C)C)n[nH]1	2%	-7%[12.5 µM]	0%	24%	2%	11	i
COc1ccc(F)cc1-c1cccc(C(=O)NCC(=O)NCCc2cccc(F)c2)c1	/	/	40µM*	/	?	5	/
COc1ccc(-c2cc(N3CCN(C(=O)c4ccc(C#N)cc4)CC3)n[nH]2)cc1	3%	-5%	?	-26%	?	18	i
CCC(CC)C(=O)NCc1nc2cccnc2n1Cc1ccc(F)cc1	/	-10%	/	-19%	/	-3	/
Cc1ccc(S(=O)(=O)c2cn(Cc3ccccc3)c3cc(N4CCCC4)c(F)cc3c2=O)c(C)c1	/	-6%	/	37%[activator]	/	10	/
COCc1nncn1C1CCN(S(=O)(=O)c2ccc(F)c(Cl)c2)CC1	-4%	6%	4%	-5%	i	2	-9%
COc1cccc(CNC(=O)Cn2cccc2-c2nc(-c3ccc4c(c3)OCO4)no2)c1	1%	0%	2%	4%	4%	21	3%
CN1[C@@H](CCC(=O)N2CCN(c3ccccc3)CC2)CNC(=O)[C@@H]2[C@H]1CCN2Cc1ccccc1	1%	-5%	?	6%	?	3	-18%
COc1ccc(CN2C(=O)COC[C@H]2C(=O)NCc2ccc(Cl)cc2)c(OC)c1	3%	-1%	-4%	-10%	-16%	-3	i
COc1ccc(C(=O)NCC(c2ccc(N(C)C)cc2)N2CCOCC2)cc1 (centres undefined)	/	?	/	-9%	/	9	/
C[C@]12CC[C@@H]3c4ccc(O)cc4C[C@@H](CCCCCCCCCS(=O)CCCC(F)(F)C(F)(F)F)[C@H]3[C@H]1CC[C@H]2O (some centres undefined)	/	-3%	/	-18%	/	/	-1%
COc1ccc(CN(C)CC2CCN(C)C2(C)C)cc1C(=O)O (centres undefined)	9%	0%	0%	7%	2%	-1	-15%

Only part of the results is shown. The share of hits here may be higher or lower than overall.
